Bioassay records: PubChem, several laboratories
SKKanGAS inh: inhibitors of SKKanGAS S. pyogenes growth in kanamycin (SK-promoter or general growth effect); AID 1662; BacTiter-Glo, 6 h; 300,000 tested, 1.3% active; inhibition, % at 7.5 µM;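 active means mean replicate score, as percent of positive control median, at least 50; inconclusive means mean below 50 but one replicate at or above 50; inactive means mean and every replicate below 50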;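 further: strain carries kanamycin resistance gene driven by streptokinase promoter and grows in 40 µg/ml kanamycin; loss of luminescence reflects streptokinase promoter inhibition or plain growth inhibition; 0% = median of DMSO wells and 100% = positive control at its reference dose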
MrgX1 ag: human MrgX1 receptor agonism, primary screen. Q96LB2. B-score at 10 µM. MrgX1-HEK293 cells, Fluo-4 calcium fluorescence, agonist mode; active compounds read high. 310,000 tested, 0.44% active;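 active means calcium response B-score plate-corrected fluorescence ratio at least 3 library SD, with starting fluorescence B-score inside 5 SD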
Target sequence (Q96LB2 whole entry, looked up): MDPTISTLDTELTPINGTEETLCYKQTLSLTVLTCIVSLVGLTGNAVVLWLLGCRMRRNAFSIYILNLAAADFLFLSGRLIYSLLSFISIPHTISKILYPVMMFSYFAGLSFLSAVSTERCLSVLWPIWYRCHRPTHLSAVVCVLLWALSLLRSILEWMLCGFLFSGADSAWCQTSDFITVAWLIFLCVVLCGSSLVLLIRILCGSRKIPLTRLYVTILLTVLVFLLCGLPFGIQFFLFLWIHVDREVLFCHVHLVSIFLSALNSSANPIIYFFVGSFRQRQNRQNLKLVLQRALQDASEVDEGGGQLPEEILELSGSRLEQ
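Test system: HEK293 cells stably expressing human MrgX1 receptor; amount: 15,000 cells per well; doses: compound delivered in addition one of three; times: overnight plating before 1 h dye loading; detection: Fluo-4 NW calcium-flux fluorescence, kinetic read; read-out basis: B-scored fluorescence response ratio; controls: positive and negative controls per plate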
RGS4 inh: inhibitors of human RGS4 | P49798 | HEK293 M3R/RGS4 inducible, Fluo-4 calcium flux; active compounds read high; triggered by carbachol at its EC20 | B-score at 10 µM | 310,000 tested, 0.45% active;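 active means B-score, a plate-corrected calcium signal, over three deviations above library mean, with baseline fluorescence within five deviations of library mean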;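 further: RGS4 expression induced by doxycycline in cells with stable M3 receptor; B-score is computed from the integrated fluorescence ratio over baseline after carbachol; higher B-score means a larger calcium signal and so more RGS4 inhibition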
Target sequence (P49798 whole entry, looked up): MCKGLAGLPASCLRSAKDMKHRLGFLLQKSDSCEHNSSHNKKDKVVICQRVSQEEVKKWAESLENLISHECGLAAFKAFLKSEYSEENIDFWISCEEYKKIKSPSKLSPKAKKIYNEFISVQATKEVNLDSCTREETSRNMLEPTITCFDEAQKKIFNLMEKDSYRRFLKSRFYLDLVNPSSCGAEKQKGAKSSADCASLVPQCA
MrgX1 antag: human MrgX1 receptor antagonism, primary screen | B-score at 10 µM | Q96LB2 | 310,000 tested, 1.3% active | MRGX1-HEK293 calcium flux, Fluo-4, BAM8-22 antagonism; active compounds read low | AID 588676;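 active means calcium-response B-score plate-corrected more than 3 library SD below zero, starting fluorescence within 5 deviations, no agonist response on first addition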;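 further: peak minus trough fluorescence over baseline after final BAM8-22 challenge near maximal dose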
TRPC6 inhibitor: blocks the mouse TRPC6 cation channel; HEK293-TRPC6, membrane potential dye, ACh-evoked depolarization; active compounds read low; 310,000 tested, 1.1% active; AID 2553; B-score at 10 µM; Q61143;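 active means B-score under library mean minus 3 SD, initial fluorescence not abnormally high, positive integrated signal ratio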;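 further: B-score derived from integrated fluorescence ratio over the kinetic read; more negative B-score means stronger inhibition of depolarization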
ANO1 activ: mouse TMEM16A channel activation, primary screen; B-score at 10 µM; HEK293 TMEM16A/YFP-H148Q/I152L, iodide quench fluorescence; active compounds read low; 340,000 tested, 0.3% active;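 active means fluorescence-ratio B-score plate-corrected deviation score at least 3 library SD below zero, with starting fluorescence score within 5 deviations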;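 further: channel opened by trigger with iodide after compound preincubation; score built on the fluorescence ratio of max minus min over baseline; more negative score means more quench and so TMEM16A activation or potentiation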
MrgX1 allo act: human MrgX1 positive allosteric modulation, primary screen; Q96LB2; MrgX1-HEK293, Fluo-4 calcium flux, FDSS; active compounds read high; B-score at 10 µM; 310,000 tested, 0.63% active; AID 588675;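 active means plate-corrected calcium response at least 3 library SD above typical, normal starting fluorescence, not activating the receptor alone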;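 further: compound read alongside a low EC10 to EC30 dose of BAM8-22 agonist; peak minus trough fluorescence over baseline measured at the second addition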
HDAC3 inhib: human HDAC3 inhibition | recombinant HDAC3, fluorogenic peptide/trypsin coupled, fluorescence | inhibition, % at 8.3 µM | 320,000 tested, 0.15% active; in the data active means inhibition above about 26%, passing the limit was not always enough; inconclusive means no clear call, values can overlap the other calls
Target sequence (O15379 whole entry, looked up): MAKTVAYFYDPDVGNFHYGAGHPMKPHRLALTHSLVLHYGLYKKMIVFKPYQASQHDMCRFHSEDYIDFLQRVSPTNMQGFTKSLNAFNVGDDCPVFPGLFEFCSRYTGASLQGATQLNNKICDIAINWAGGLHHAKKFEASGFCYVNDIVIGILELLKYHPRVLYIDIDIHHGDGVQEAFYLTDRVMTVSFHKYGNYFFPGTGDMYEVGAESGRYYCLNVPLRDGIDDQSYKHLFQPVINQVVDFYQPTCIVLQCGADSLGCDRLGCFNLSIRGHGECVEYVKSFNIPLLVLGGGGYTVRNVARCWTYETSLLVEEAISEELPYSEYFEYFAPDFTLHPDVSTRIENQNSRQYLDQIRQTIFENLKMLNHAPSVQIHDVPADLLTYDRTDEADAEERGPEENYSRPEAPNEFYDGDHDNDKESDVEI
TMEM16A inh: blocks the mouse calcium-activated chloride channel TMEM16A | HEK293 TMEM16A/YFP iodide influx fluorescence, ionomycin | normalized B-score (activity score, 25-100; higher = stronger inhibition) at 10 µM | 310,000 tested, 1.2% active | AID 588511;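 active means ratio plate-corrected score three or more library SD toward inhibition, starting fluorescence score within five deviations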;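 further: score derived from kinetic fluorescence span divided by baseline fluorescence per well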
TRPC6 activator: activates the mouse TRPC6 cation channel. AID 2550. 310,000 tested, 0.13% active. HEK293-TRPC6 membrane potential dye fluorescence; active compounds read high. Q61143. B-score at 10 µM;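 active means B-score of the integrated fluorescence ratio above library mean plus 3 SD, and starting fluorescence ratio within library mean plus 5 SD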;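 further: higher score means more depolarization so channel activation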
RGS4 pot: potentiators or activators of RGS4; 310,000 tested, 0.92% active; B-score at 10 µM; HEK293 M3R/inducible RGS4, carbachol calcium flux Fluo4; active compounds read low;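 active means B-score of the integrated calcium signal more than 4 SD below the library mean, with starting fluorescence not abnormally high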;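 further: negative B-score means reduced calcium response which marks RGS4 activation or potentiation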
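Assay system: Inducible-RGS4 HEK293 cells carrying M3 receptor | Schedule: Compound preincubation 20 min at room temperature before agonist | Signal: Kinetic calcium fluorescence imaging with Fluo4-AM dye, 2 µM | Read-out basis: B score from integrated fluorescence ratio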
The depositor's hits bear a star; i = inactive; ? = inconclusive; . = no result given.

SMILES | SKKanGAS inh | MrgX1 ag | RGS4 inh | MrgX1 antag | TRPC6 inhibitor | ANO1 activ | MrgX1 allo act | HDAC3 inhib | TMEM16A inh | TRPC6 activator | RGS4 pot
Cc1cc(C)n(-c2nnc(C)n2N)n1 | 0 | i | i | -5.9* | i | i | i | -1 | i | i | i
COCCNC(=O)C(c1ccc(C)o1)N(Cc1ccco1)C(=O)c1snc(C(N)=O)c1N (stereo not drawn) | 2 | i | i | i | i | i | i | 6 | i | i | i
CCOc1cc(S(=O)(=O)NCCCN2CCOCC2)c(C)cc1C | 10 | i | i | i | i | i | i | -1 | i | i | i
COc1cccc(C(=O)N(c2ccc(OC)cc2OC)C2C=CS(=O)(=O)C2)c1 (stereo not drawn) | -6 | i | i | i | i | i | i | 2 | i | i | i
Cn1cccc1/C=C1\SC(=S)N(NC(=O)c2cccc(Cl)c2)C1=O | . | i | . | i | . | i | i | 15 | i | . | .
CCCn1c(NC(=O)c2cccc(S(=O)(=O)N3CCCC3)c2)nc2ccccc21 | 64* | i | i | i | i | i | i | -6 | i | i | i
Cc1oc(C(=O)O)cc1COc1ccc2c3c(c(=O)oc2c1)CCC3 | 3 | i | i | i | i | i | i | -14 | i | i | i
CCOc1ccc(S(=O)(=O)n2cnc3cc(C)c(C)cc32)cc1 | 2 | i | i | i | i | i | i | 10 | i | i | -9.9*
CCN(CC)CCNCC1C(=O)O[C@@H]2C[C@@]3(C)CCC[C@H](C)C3=C[C@H]12 (stereo partly drawn) | -2 | i | i | i | i | i | i | 4 | i | i | i
CC(=O)c1ccc(N2Cc3ccccc3C3(CCOCC3)C2=N)cc1 | -3 | i | i | i | i | i | i | -7 | i | i | i
NC(=O)c1cc([N+](=O)[O-])ccc1NCc1ccc(O)cc1 | . | i | . | i | . | i | i | 2 | i | . | .
Cc1cc(NC(=O)CN2C(=O)NC(CCc3ccccc3)C2=O)no1 (stereo not drawn) | 9 | i | i | i | i | i | i | -2 | i | i | i
CCCc1ccc(C2=Nn3c(nnc3C(C)C)SC2)cc1 | -2 | i | i | i | i | i | i | 15 | i | i | i
Cc1ccc2nc(SC(C)C(=O)NC3CCCc4ccccc43)[nH]c2c1 (stereo not drawn) | . | i | . | i | . | i | i | 6 | i | . | .
COC(=O)Nc1ccccc1C(=O)N1CCN(c2ccc(C)cc2)CC1 | 1 | i | i | i | i | i | i | -5 | i | i | i
COc1ccc(C2(c3ccc(OC)cc3)NC(=O)N(CC(=O)Nc3ccc(C(N)=O)cc3)C2=O)cc1 | 2 | i | i | i | i | i | i | -2 | i | i | i
NC(=O)C(c1ccccc1)c1ncc(C(F)(F)F)cc1Cl (stereo not drawn) | 11 | i | i | i | i | i | i | 2 | i | i | i
CCc1cc(C(=O)Cc2ccc(F)cc2)c(O)cc1O | -3 | i | i | i | i | i | i | ? | 100* | i | i
CCC(C)NC(=O)C(Cc1ccccc1)n1cccc1 (stereo not drawn) | 0 | i | i | i | i | i | i | 3 | i | i | i
Cc1ccc(CNC(=O)C2CCCN(c3nc(C)cc(C)n3)C2)cc1 (stereo not drawn) | 29 | i | i | i | i | i | i | 12 | i | i | i
Cc1sc(NC(=O)CN2CCCC2)nc1-c1ccc2c(c1)CCN2C(=O)c1ccc(F)cc1 | 7 | i | i | i | i | i | i | 2 | i | i | i
COCCSc1nnc(NC(=O)C2CC(=O)N(c3ccccc3)C2)s1 (stereo not drawn) | 4 | i | i | i | i | i | i | 3 | i | i | i
Cc1cccc(-c2nc(CS(=O)CC(=O)NCCCSC3CCCCC3)c(C)o2)c1 (stereo not drawn) | -1 | i | i | i | i | i | i | 6 | i | i | i
CCn1c(=O)cc(SCC(=O)NCc2cccnc2)c2ccccc21 | -2 | i | i | i | i | i | i | 6 | i | i | i
CC1(C(=O)O)CCC(C(=O)NNC(=O)c2ccccc2Cl)C1(C)C (stereo not drawn) | 1 | i | i | i | i | i | i | 5 | i | i | i
COc1ccc(C(=O)NC(=O)N2CCCCC2)cc1 | -3 | i | i | i | i | i | i | 7 | i | i | i
O=C(c1ccc(Cl)c([N+](=O)[O-])c1)N(Cc1ccc(Cl)cc1)C1CCS(=O)(=O)C1 (stereo not drawn) | . | i | . | i | . | i | i | -1 | i | . | .
COCCCn1c(SCC(=O)Nc2ccc(C(=O)OC)cc2)nc2ccccc2c1=O | -1 | i | i | i | i | i | i | -1 | i | i | i
COc1ccccc1N1CCN(C(=O)c2cc3n(n2)C(C(F)(F)F)CC(c2ccco2)N3)CC1 (stereo not drawn) | 5 | i | i | i | i | i | i | 5 | i | i | i
O=C(Cc1ccc(Cl)cc1)NNC(=O)C1CC=CCC1C(=O)O (stereo not drawn) | -7 | i | i | i | i | i | i | 0 | i | i | i
O=Cc1ccc(OCC(=O)NCC2CCCO2)cc1 (stereo not drawn) | -4 | i | i | i | i | i | i | -1 | i | i | i
CCn1nc(CC(=O)Nc2nnc(CC(=O)N3CCCCC3)s2)c2ccccc2c1=O | 1 | . | i | . | i | i | . | . | . | i | i
O=C(O)CC1SC(=O)N(CC(=O)c2ccccc2)C1=O (stereo not drawn) | 14 | i | i | i | i | i | i | 5 | i | i | i
CCOC(=O)c1c(-c2ccc(C)o2)csc1N | 1 | i | i | i | i | i | i | 0 | i | i | i
COC(=O)\C(C(C)=O)=C(/C=C/C=C/C=C/N(C)C)N(C)C | 13 | i | i | i | i | i | i | . | i | i | i
COc1cccc(OC)c1Nc1nc(C)nc2c1nnn2Cc1ccccc1Cl | -11 | i | i | i | i | i | i | -3 | i | i | i
COc1cc(C[C@H](C)[C@H](C)Cc2ccc3c(c2)OCO3)ccc1O | 19 | i | i | i | i | i | i | 13 | i | i | i
CCCCCC(=O)Nc1nc2ccccc2[nH]1 | 32 | i | i | i | i | i | i | -2 | i | i | i
O=c1oc2ccccc2n1Cc1cccc(F)c1 | -4 | i | i | i | i | i | i | 6 | i | i | i
CCNC(=O)C(CCSC)NS(=O)(=O)c1ccc(C)cc1 (stereo not drawn) | -1 | i | i | i | i | i | i | -1 | i | i | i
CCc1cc2cc3c(cc2nc1SCC(=O)Nc1c[nH]c(=O)[nH]c1=O)OCO3 | -1 | i | i | i | i | i | i | -8 | i | i | i
Cc1cc(=O)n2nc(N3CCC(C(=O)Nc4cccc(Cl)c4C)CC3)sc2n1 | 2 | i | i | i | i | i | i | 6 | i | i | i
CCn1c(=O)c([N+](=O)[O-])c(NCCN(C)C)c2ccccc21 | 13 | i | i | i | i | i | i | -1 | i | i | i
CC(C)C(=O)NNC(=O)c1csc(CS(=O)(=O)c2ccc(Cl)cc2)n1 | 2 | i | i | i | i | i | i | -3 | i | i | i
Cc1cc(NS(=O)(=O)c2ccc(C(C)C)cc2)no1 | 14 | i | i | i | i | i | i | -2 | i | i | i
O=S(=O)(c1ccsc1)N1CC=C(c2ccccc2)CC1 | -7 | i | i | i | i | i | i | 1 | i | i | i
COc1ccccc1/C=N/NC(=Nc1ccc(C)cc1)c1nc2ccccc2s1 | 0 | i | i | i | i | . | i | 4 | i | i | i
Cn1c(SCC(=O)NCC2CCCO2)nnc1-c1c[nH]c2ccccc12 (stereo not drawn) | -2 | i | i | i | i | i | i | 3 | i | i | i
NC(=O)c1ccccc1NC(=O)/C=C/c1ccccc1 | -3 | i | i | i | i | i | i | 1 | i | i | i
O=C(O)c1ccccc1N1C(=O)C2C3CCC(C3)C2C1=O (stereo not drawn) | -1 | i | i | i | i | i | i | -1 | i | i | i
COc1ccc(/C=N/O)cc1COc1ccc(NC(C)=O)cc1 | 10 | i | i | i | i | i | i | -1 | i | i | i
NC(=O)CC[C@@H]1NC(=O)[C@@H]2CCCN2C(=O)c2cc([N+](=O)[O-])cc(I)c2NCCC[C@@H](C(=O)NC(CC(=O)O)C(N)=O)NC1=O (stereo partly drawn) | . | i | . | i | . | . | i | 10 | i | . | .

As a short view, part of the list above.
SMILES | SKKanGAS inh | MrgX1 ag | RGS4 inh | MrgX1 antag | TRPC6 inhibitor | ANO1 activ | MrgX1 allo act | HDAC3 inhib | TMEM16A inh | TRPC6 activator | RGS4 pot
Cc1cc(=O)n2nc(N3CCC(C(=O)Nc4cccc(Cl)c4C)CC3)sc2n1 | 2 | i | i | i | i | i | i | 6 | i | i | i
CCn1c(=O)c([N+](=O)[O-])c(NCCN(C)C)c2ccccc21 | 13 | i | i | i | i | i | i | -1 | i | i | i
CC(C)C(=O)NNC(=O)c1csc(CS(=O)(=O)c2ccc(Cl)cc2)n1 | 2 | i | i | i | i | i | i | -3 | i | i | i
Cc1cc(NS(=O)(=O)c2ccc(C(C)C)cc2)no1 | 14 | i | i | i | i | i | i | -2 | i | i | i
O=S(=O)(c1ccsc1)N1CC=C(c2ccccc2)CC1 | -7 | i | i | i | i | i | i | 1 | i | i | i
COc1ccccc1/C=N/NC(=Nc1ccc(C)cc1)c1nc2ccccc2s1 | 0 | i | i | i | i | . | i | 4 | i | i | i
Cn1c(SCC(=O)NCC2CCCO2)nnc1-c1c[nH]c2ccccc12 (stereo not drawn) | -2 | i | i | i | i | i | i | 3 | i | i | i
NC(=O)c1ccccc1NC(=O)/C=C/c1ccccc1 | -3 | i | i | i | i | i | i | 1 | i | i | i
O=C(O)c1ccccc1N1C(=O)C2C3CCC(C3)C2C1=O (stereo not drawn) | -1 | i | i | i | i | i | i | -1 | i | i | i
COc1ccc(/C=N/O)cc1COc1ccc(NC(C)=O)cc1 | 10 | i | i | i | i | i | i | -1 | i | i | i
NC(=O)CC[C@@H]1NC(=O)[C@@H]2CCCN2C(=O)c2cc([N+](=O)[O-])cc(I)c2NCCC[C@@H](C(=O)NC(CC(=O)O)C(N)=O)NC1=O (stereo partly drawn) | . | i | . | i | . | . | i | 10 | i | . | .
